Compound activity as filed in PubChem BioAssay.
PolyA inh – blocks polyadenylation in yeast reporter cells; calls only at 12 µM; 300,000 compounds, 0.02% hits; S. cerevisiae SKY197-pL101 polyadenylation reporter, beta-gal luminescence; efflux-impaired pdr1/pdr3 knockout yeast; score 100 = 6 SD above DMSO;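 active = lowest replicate activity score at least 50, where 100 means six control SD above control mean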;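 also: yeast exposed to compound for 9 h at 30 °C; higher score means more reporter readthrough which indicates perturbed polyadenylation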
KCNK9 inh – inhibitors of human KCNK9 two-pore domain potassium channel | B-score at 10 µM | HEK293 KCNK9, FluxOR thallium flux fluorescence; active compounds read low | 310,000 compounds, 1.2% hits;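 active = ratio B-score over 3 SD below the library mean, with starting fluorescence within 5 SD of its mean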;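 also: negative B-score means less thallium flux so channel inhibition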
KCNK3 inh – human KCNK3 channel inhibition, primary screen. O14649. CHO-KCNK3 thallium flux, FluxOR fluorescence; active compounds read low. B-score at 10 µM. 340,000 compounds, 0.84% hits. AID 602410;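 active = B-score under library mean minus 4 SD, starting fluorescence ratio at most library mean plus 5 SD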;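 also: more negative B-score means stronger inhibition of thallium flux through KCNK3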
KCNQ1 act – potentiators or activators of human KCNQ1 potassium channel | P51787 | CHO-K1 KCNQ1, thallium flux FluxOR fluorescence; active compounds read high | B-score at 10 µM | 310,000 compounds, 0.35% hits | AID 2648;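 active = fluorescence ratio B-score, a plate-corrected score, at least three library SD, with initial intensity B-score within 5 SD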
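Assay system: stable KCNQ1 CHO-K1 line; medium: assay buffer, equal DMSO in all wells; timing: 90 min dye loading and 20 min compound exposure, both at room temperature; technique: kinetic FluxOR thallium fluorescence, 10-s 1-Hz baseline, 110-s post-stimulus read; read-out basis: B score of baseline-normalized fluorescence ratio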
GSK3beta inhib – human GSK3beta kinase inhibition | 300,000 compounds, 0.038% hits | activity score (negative = inhibition), % at 10 µM | GST-GSK3beta kinase, ADP-Glo luminescence, 60 min; active compounds read low | AID 2097;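 active = more than half of replicate wells score below -50%, meaning over 50% inhibition versus plate controls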;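 also: 0% = median DMSO wells and -100% = median GW8510 positive control wells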
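Assay system: GST-fused GSK3beta enzyme, cell-free / Medium: Tris pH 7.5 buffer with MgCl2, DTT, BSA, heparin / Also added: peptide substrate plus 25 µM ATP (final) / Compound: 10 µM single point / Timing: kinase reaction with compound 60 min at room temperature / Detection: ADP-Glo luminescence / Benchmarks: DMSO neutral wells and GW8510 at 20 µM as positive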
KCNQ1 inh – blocks the human KCNQ1 potassium channel; P51787; CHO-K1 KCNQ1, FluxOR thallium flux fluorescence; active compounds read high; B-score at 10 µM; 310,000 compounds, 1.3% hits; AID 2642;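 active = compounds whose thallium flux B-score, printed positive for inhibition, exceeds three library SD while starting fluorescence stays within three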;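 also: channel opened by potassium depolarization with thallium stimulus after 20 min compound exposure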
Dyrk1A ADPGlo – inhibitors of rat Dyrk1A kinase. Q63470. ADP-Glo luminescence, NFATc1 peptide. inhibition, % at 12.5 µM. 310,000 compounds, 0.43% hits. AID 504441; in the data active = inhibition above about 50%;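 also: plate controls were vehicle with enzyme for no effect and no enzyme for full effect; many of its hits are not listed in these tables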
RGS4 act – RGS4 potentiation or activation; B-score at 10 µM; 310,000 compounds, 0.92% hits; HEK293 M3R/inducible RGS4, carbachol calcium flux Fluo4; active compounds read low;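 active = B-score of the integrated calcium signal more than 4 SD below the library mean, with starting fluorescence not abnormally high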;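 also: negative B-score means reduced calcium response which marks RGS4 activation or potentiation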
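test system = M3R-expressing HEK293 line, RGS4 induced by doxycycline | probe or stimulus = carbachol at ECmax as muscarinic agonist stimulus | timing = dye loading 30 min 37 °C, buffer rest 30 min RT | signal = calcium dye Fluo4 fluorescence | evaluation = B score from integrated fluorescence ratio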
HDAC3 inhib – inhibitors of human histone deacetylase 3. AID 2718. recombinant HDAC3, fluorogenic peptide/trypsin coupled, fluorescence. 320,000 compounds, 0.15% hits. inhibition, % at 8.3 µM; in the data active = inhibition above about 26%, passing the limit was not always enough
hERG protect – compounds protecting human hERG from proarrhythmic drug block | 310,000 compounds, 0.51% hits | Q12809 | CHO-hERG, FluxOR thallium flux, dofetilide IC70 present | activation (rescue from dofetilide block), less the hit threshold, % at 10 µM;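 active = activation above the mean of controls blocked by dofetilide plus 5 SD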;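 also: thallium influx through hERG after potassium depolarization seen as dye fluorescence rise; in these data hits start at about 4.7%; inactives centre near -7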
Target sequence (Q12809 whole entry, looked up): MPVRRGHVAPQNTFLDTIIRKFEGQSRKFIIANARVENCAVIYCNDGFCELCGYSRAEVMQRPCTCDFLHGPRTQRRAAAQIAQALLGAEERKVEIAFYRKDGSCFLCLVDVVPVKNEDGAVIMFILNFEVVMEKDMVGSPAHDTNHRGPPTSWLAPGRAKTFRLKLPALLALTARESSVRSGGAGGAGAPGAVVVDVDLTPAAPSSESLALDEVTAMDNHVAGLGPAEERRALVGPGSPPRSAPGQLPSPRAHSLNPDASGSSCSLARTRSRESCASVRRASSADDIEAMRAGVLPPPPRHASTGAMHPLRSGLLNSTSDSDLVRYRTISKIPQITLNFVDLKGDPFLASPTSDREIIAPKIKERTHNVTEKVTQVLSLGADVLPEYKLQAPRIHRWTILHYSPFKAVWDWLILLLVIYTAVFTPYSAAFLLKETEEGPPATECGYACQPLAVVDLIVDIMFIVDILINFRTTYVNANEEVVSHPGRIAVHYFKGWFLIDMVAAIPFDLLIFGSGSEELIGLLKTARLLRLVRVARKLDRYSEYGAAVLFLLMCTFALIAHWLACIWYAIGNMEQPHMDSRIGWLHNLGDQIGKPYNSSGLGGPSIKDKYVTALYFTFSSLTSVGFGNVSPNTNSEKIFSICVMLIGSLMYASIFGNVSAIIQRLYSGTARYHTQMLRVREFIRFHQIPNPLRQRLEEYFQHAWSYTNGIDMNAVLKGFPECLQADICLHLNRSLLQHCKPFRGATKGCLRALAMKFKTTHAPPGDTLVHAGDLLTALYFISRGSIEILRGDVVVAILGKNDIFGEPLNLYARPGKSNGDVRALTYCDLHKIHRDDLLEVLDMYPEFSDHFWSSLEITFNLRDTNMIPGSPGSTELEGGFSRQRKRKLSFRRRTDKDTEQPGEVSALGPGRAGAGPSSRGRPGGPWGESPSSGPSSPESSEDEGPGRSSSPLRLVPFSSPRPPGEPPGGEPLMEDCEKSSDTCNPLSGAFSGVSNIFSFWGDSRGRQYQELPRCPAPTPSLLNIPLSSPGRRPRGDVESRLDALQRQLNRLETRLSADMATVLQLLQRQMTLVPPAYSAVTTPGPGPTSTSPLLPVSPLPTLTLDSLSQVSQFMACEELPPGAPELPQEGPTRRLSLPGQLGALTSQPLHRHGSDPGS
GSK3 alpha inh – human GSK-3 alpha kinase inhibition | 320,000 compounds, 0.1% hits | inhibition, % at 10 µM | AID 2650 | ADP-Glo luminescence, 60 min | P49840;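 in the data active = inhibition above about 50%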;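 also: GST-tagged GSK-3 alpha with peptide substrate and 25 µM ATP; 0% = DMSO neutral wells and 100% = GW8510 positive control wells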
Active calls of the source: *; i = inactive; . = no result given.

#	SMILES	PolyA inh	KCNK9 inh	KCNK3 inh	KCNQ1 act	GSK3beta inhib	KCNQ1 inh	Dyrk1A ADPGlo	RGS4 act	HDAC3 inhib	hERG protect	GSK3 alpha inh
1	COc1ccc(-c2cc(CCCC(=O)N3CCN(c4ccc(OC)cc4)CC3)no2)cc1	.	i	i	i	-4	i	7	i	-3	-11	-3
2	COc1cccc(CNC(=O)CCC2CCCN(C(=O)c3cc(C4CC4)[nH]n3)C2)c1 (stereo unspecified)	i	i	i	i	1	i	0	i	3	-4	8
3	O=C(Nn1cnnc1)C(c1ccccc1)c1ccccc1	i	i	i	i	1	i	0	i	-7	-11	-2
4	COc1ccc(-n2c(-c3ccccc3)nc(=S)c3c2CCCC3)cc1	i	i	i	i	-3	i	-1	i	-1	-3	-2
5	CC(NC(=O)Cc1ccccc1F)c1ccc(F)cc1 (stereo unspecified)	i	i	i	i	-4	i	2	i	-4	-12	2
6	CCCCNC(=O)CCC(=O)NNc1nc2ccccc2c2nc(C)nn12	i	i	i	i	-5	i	-2	i	-2	-9	-1
7	O=C(N[C@@H](Cc1ccccc1)C(=O)NCc1ccc(F)cc1)C1CCNCC1	i	i	i	i	2	i	1	i	8	-9	-4
8	C=CCOc1ccc(CNc2nccs2)cc1OC	i	i	i	i	3	i	6	i	0	-5	0
9	COc1cccc(CNCC(=O)Nc2ccc(N3CCOCC3)cc2)c1	i	i	i	i	-1	i	.	i	2	-11	-1
10	CSc1nnc(-c2ccc(Cl)cc2Cl)o1	i	i	i	i	-4	i	0	i	0	-6	-6
11	CCN(CC)CCNC(=O)c1cc2c(-c3ccc(Cl)cc3)nn(C)c2s1	i	i	i	i	-7	i	11	i	.	-13	.
12	COC(=O)C1=C(C)N(c2ccc(Cl)cc2)/C(=C/c2cccs2)C1=O	i	i	i	i	0	i	2	i	3	-6	2
13	COCCOC(=O)C1=C(C)NC(=O)NC1c1c(F)cccc1Cl (stereo unspecified)	i	i	i	i	1	i	6	i	1	-6	-1
14	CCOc1cc(/C=N/NC(=O)c2ccncc2)ccc1OS(C)(=O)=O	i	i	i	i	2	i	2	i	1	-7	0
15	CCOc1cc(S(=O)(=O)NCCCN2CCOCC2)ccc1F	i	i	i	i	-3	i	-12	i	4	-1	-2
16	Cc1nnc2sc(-c3cccc4ccccc34)nn12	i	i	i	i	-5	i	30	i	-1	-16	2
17	O=C(CN1C(=O)c2cccc3cccc1c23)Nc1ccccc1C(=O)NCc1ccco1	i	i	i	i	0	i	0	i	-2	-10	-1
18	CCOC(=O)CNC(=O)OC1CCN2Cc3ccccc3N=C12 (stereo unspecified)	i	i	i	i	1	i	.	i	-8	-2	-2
19	O=C(CCC(=O)NCCO)NCCO	i	i	i	i	-4	i	-2	i	1	-7	-3
20	CCn1c(O)c(/C=N/NC(=O)c2ccncc2)c(=O)n(CC)c1=S	i	i	i	i	0	i	7	i	.	-15	.
21	Cc1ccc(NC(=O)C(C)SCc2ccccc2)cc1 (stereo unspecified)	i	i	i	i	-1	i	-3	i	4	-6	-1
22	COCCSc1nnc(NC(=O)c2ccc(OC)c([N+](=O)[O-])c2)s1	.	i	i	i	-2	i	3	i	4	0	-2
23	O=C(C1CC(=O)N(c2ccc(F)cc2)C1)N1CCCCCC1 (stereo unspecified)	i	i	i	i	0	i	2	i	-15	-8	1
24	CSCCC(NS(=O)(=O)c1ccc(Cl)cc1)C(=O)OCc1cccc(Cl)c1 (stereo unspecified)	i	i	i	i	2	i	0	i	3	-9	2
25	CCC(OC(=O)c1cccs1)C(=O)NCc1ccco1 (stereo unspecified)	i	i	i	i	13	i	-1	i	5	51*	-1
26	Cc1ccc(/C=N/NC(=O)c2cccc(S(=O)(=O)Nc3cccc(Cl)c3)c2)o1	i	i	i	i	-1	i	1	i	-1	-7	-1
27	O=C1c2ccccc2C(=O)N1CCCCSc1nc2ccccc2c(=O)n1CCCN1CCOCC1	i	i	i	i	1	i	-5	i	9	-10	0
28	OCCn1nc2c3ccccc3nc-2n(-c2ccccc2)c1=S	i	i	i	i	0	i	4	i	11	-7	0
29	NC1=NC(c2ccccc2Cl)n2c(nc3ccccc32)N1 (stereo unspecified)	i	i	i	i	-2	i	9	i	-2	-8	-2
30	O=C(COC(=O)CC1CCCC1)Nc1ccc(OC(F)F)cc1	i	i	i	i	3	i	-1	i	0	-6	-3
31	Cc1cc(-c2nnc(-c3ccccc3)c(-c3ccccc3)n2)c(C)o1	i	i	i	i	-2	i	0	i	19	-16	-2
32	Cc1cc2ncn(/N=C/c3ccc(-c4ccccc4)o3)c2cc1C	i	i	i	i	0	i	0	i	-1	-18	7
33	O=[N+]([O-])c1cccc(S(=O)(=O)NCCCn2ccnc2)c1	i	i	i	i	0	i	-2	i	-2	-6	0
34	CCOC(=O)Cc1nnc(NC(=O)CSc2nnc3c4ccccc4n(C(C)C)c3n2)s1	i	i	i	i	-1	i	-1	i	7	-15	-2
35	CCOC(=O)C1C(c2cccnc2)NC(=O)NC1(O)C(F)(F)F (stereo unspecified)	i	i	i	i	2	i	-8	i	-5	-9	-1
36	NC(=O)C1CCN(S(=O)(=O)c2cc3c4c(c2)CCN4C(=O)CC3)CC1	i	i	i	i	-22	i	16	i	-6	-5	1
37	CCCCn1nnc(NC(=S)NC(=O)c2cccs2)n1	i	i	i	i	4	i	-1	i	3	-6	-1
38	CCCCNc1c(-c2cccc(-c3cc(C(C)=O)cs3)c2)nc2cc(C)ccn12	i	i	i	i	-1	i	19	i	17	-28	0
39	C=CCn1c(C)cc(C2=NNC(=Nc3ccc(C)cc3)SC2)c1C	i	i	i	i	1	i	-5	i	-7	-3	0
40	O=C(NCCCN1CCOCC1)c1cccnc1SCc1ccccc1Cl	i	i	i	i	-1	i	2	i	0	-5	18
41	COc1ccc(C2c3cc(OC)c(OC)cc3CCN2C2CC(=O)N(c3ccccc3)C2=O)cc1OC (stereo unspecified)	i	i	i	i	3	i	-1	i	.	-9	.
42	O=C(Nc1ccc(F)cc1)Nc1ccc([N+](=O)[O-])cn1	i	i	i	i	-3	i	1	i	6	-10	0
43	Cc1nc(C(=O)Nc2cc(F)cc(Cl)c2)sc1C1(C)CC(c2ccccc2)=NO1 (stereo unspecified)	i	i	i	i	-2	i	6	i	2	-3	-2
44	Cc1[nH]n(C(N)=S)c(=O)c1N=Nc1cccc([N+](=O)[O-])c1C	i	i	i	i	3	i	6	i	4	-9	0
45	CCCCCCCC(=O)NN1CCOCC1	i	i	i	i	1	i	2	i	0	-6	0
46	CCOc1cc(S(=O)(=O)N2CCC(Cc3ccccc3)CC2)c(OCC)cc1-n1cnnn1	.	i	i	i	3	i	4	i	-4	-11	1
47	CC(Sc1ccc(Cl)cc1)C(=O)N(C)CC(=O)Nc1ccc(N2CCOCC2)cc1 (stereo unspecified)	i	i	i	i	4	i	10	i	-2	-10	0
48	OCCC1CN(Cc2cccc3nccnc23)CCN1Cc1ccc(F)cc1 (stereo unspecified)	i	i	i	i	2	i	12	i	.	-13	0
49	CC(C)CCNC(=O)C1CCN(S(=O)(=O)c2ccc3c(c2)CCC(=O)N3)CC1	i	i	i	i	3	i	-1	i	5	-3	-3
50	O=C(/C=C/c1ccc2c(c1)OCO2)Nc1nc2ccc(F)cc2s1	i	i	i	i	1	i	22	i	1	-6	-4
51	CC(C)COc1nc2c(c(=O)n(C)c(=O)n2C)n1C	i	i	i	i	0	i	0	i	-3	-11	0
52	N#CCC(CNc1ncc(C(F)(F)F)cc1Cl)OC(=O)c1ccc(Cl)cc1Cl (stereo unspecified)	i	i	-9.5*	i	0	i	-6	i	-6	-12	-4

An excerpt; count on the stated rates, not on these rows.
